Assay outcomes deposited in PubChem by several laboratories.
ARFGAP1 inhibitor = inhibits rat ARF GTPase activating protein 1; Arfgap1-stimulated ARF1 GTP hydrolysis, GDP FP detection; inhibition, % at 16.5 µM; 360,000 compounds, 0.26% hits; AID 651572;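 active = inhibition above a per-plate limit, mean inhibition of low control wells plus 3 SD, cut at about 25% in these data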;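 also: 0% = DMSO wells with enzyme and 100% = wells lacking Arfgap1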
Target sequence (Q62848 1-136 limits assumed): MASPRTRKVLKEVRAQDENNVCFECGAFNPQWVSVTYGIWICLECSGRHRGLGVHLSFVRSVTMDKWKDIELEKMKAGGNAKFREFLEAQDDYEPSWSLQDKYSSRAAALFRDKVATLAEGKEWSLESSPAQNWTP
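system = rat Arfgap1 catalytic domain, aa 1-136 | technique = FP, GDP Alexa 633 tracer displaced from anti-GDP antibody, 620/688 nm | compound = one concentration, 16.5 µM, DMSO 1.26% | medium = HEPES-based buffer, pH 7.5 | timing = compound-enzyme preincubation 20 min, reaction 120 min, detection 60 min, 25 °C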
Tn7 DDE FP = DD(E)-Tn7 binding inhibition, primary FP screen. FP displacement of FITC-Tn7 peptide from fibrin DD(E); 0% = median of compound wells per plate. inhibition, % at 8.3 µM. 370,000 compounds, 0.13% hits. AID 720508;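 active = inhibition above the mean of compounds falling within the control limits plus 3 SD of them, cut at about 14% in these data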;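 also: 0% = plate median of compound wells and 100% = 10 µM Aha-Tn7 peptide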
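assay system = human clot-derived fibrin DD(E) complex | quantity = Fibrin-DD(E) at 2 µM final | timing = 10 min preincubation, 3 h with tracer, room temperature | signal = fluorescence polarization | measure = percent inhibition | benchmarks = high control wells with 10 µM unlabelled Aha-Tn7 peptide (full inhibition) | replicates = singlicate testing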
PLC-gamma1 inh = blocks human PLC-gamma1 enzyme activity | P19174 | purified PLC-gamma1, fluorogenic substrate, fluorescence | inhibition, % at 12.2 µM | 370,000 compounds, 0.84% hits | AID 720700; in the data active = inhibition above about 9.5%
proKLK7 act = proKLK7 (human) activation, primary screen; activation, % at 7 µM; purified proKLK7, EDANS-DABCYL substrate fluorescence; 100% is mature enzyme control, 0% vehicle; P49862; 370,000 compounds, 0.9% hits; AID 652039;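 active = activation above the mean of all tested compounds plus 3 SD, computed per campaign excluding outliers beyond control limits, cut at about 13% in these data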
Target sequence (P49862 whole entry, looked up): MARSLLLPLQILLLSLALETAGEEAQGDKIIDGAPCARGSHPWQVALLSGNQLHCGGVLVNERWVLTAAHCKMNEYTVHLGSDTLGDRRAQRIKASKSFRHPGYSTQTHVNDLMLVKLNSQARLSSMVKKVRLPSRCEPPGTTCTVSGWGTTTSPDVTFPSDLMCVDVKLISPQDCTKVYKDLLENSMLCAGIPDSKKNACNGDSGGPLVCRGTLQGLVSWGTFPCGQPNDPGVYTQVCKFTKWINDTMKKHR
sPLA2-III inh = Inhibits HGIII-sPLA2 liposome hydrolysis, primary screen; Q9NZ20; QFRET BODIPY PC-A2 liposome hydrolysis, fluorescence; inhibition, % at 12.2 µM; 370,000 compounds, 0.56% hits; AID 743126;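 active = inhibition above mean plus 3 SD of compounds lying within the high and low control bounds, cut at about 19% in these data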;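 also: 0% = median of test compound wells and 100% = no enzyme DMSO wells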
Target sequence (Q9NZ20 whole entry, looked up): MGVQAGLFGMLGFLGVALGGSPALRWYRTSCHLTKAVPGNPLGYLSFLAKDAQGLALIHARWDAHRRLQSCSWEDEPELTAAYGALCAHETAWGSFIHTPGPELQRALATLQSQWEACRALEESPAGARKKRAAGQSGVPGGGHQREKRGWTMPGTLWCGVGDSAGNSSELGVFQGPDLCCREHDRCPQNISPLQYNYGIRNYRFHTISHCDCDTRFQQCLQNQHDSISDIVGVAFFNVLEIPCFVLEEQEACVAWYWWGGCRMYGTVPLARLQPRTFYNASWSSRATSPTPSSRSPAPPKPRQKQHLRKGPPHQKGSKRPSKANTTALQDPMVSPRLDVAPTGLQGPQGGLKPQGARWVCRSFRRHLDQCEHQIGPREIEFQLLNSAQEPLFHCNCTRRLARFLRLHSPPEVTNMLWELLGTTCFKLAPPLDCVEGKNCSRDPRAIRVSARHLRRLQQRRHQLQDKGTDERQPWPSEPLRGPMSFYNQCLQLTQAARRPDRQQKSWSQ
UHRF1 binding = blocks human UHRF1 binding to methylated DNA. AID 687016. 370,000 compounds, 0.75% hits. Q96T88. UHRF1 binding to methylated oligo, TR-FRET. inhibition, % at 4.4 µM; in the data active = inhibition above about 21%;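 also: UHRF1 SRA domain binding a hemimethylated CpG hairpin DNA probe; 0% = median of test compound wells and 100% = reference inhibitor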
ASAP1 inh = blocks human ASAP1-stimulated Arf1 GTP hydrolysis; GDP FP detection; AID 624377; Q9ULH1; inhibition, % at 16.5 µM; 360,000 compounds, 0.19% hits; in the data active = inhibition above about 25%;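 also: 0% = vehicle with enzyme and substrate and 100% = no enzyme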
PLCb3 inh = blocks human PLC-beta3 enzyme activity; Q01970; Purified PLC-beta3, fluorogenic substrate, fluorescence; inhibition, % at 12.2 µM; 370,000 compounds, 0.18% hits; AID 720704; in the data active = inhibition above about 11%;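 also: 0% = median of compound wells on plate and 100% = full blocker control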
Rev-erbA mod = Rev-erb alpha (human) modulation. P20393. 370,000 compounds, 0.79% hits. activity, % at 10 µM. Rev-erbα–FITC-DNA binding, fluorescence polarization, 90 min;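 active = activity above about 14%, limit read from the data; passing the limit was not always enough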;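 also: 0% = DMSO wells with 35 nM protein and 100% = DMSO wells with 750 nM protein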
DDE Tn6 FP inh = disrupts Tn6 cyclic peptide binding to fibrin D-Dimer-E complex; inhibition, % at 8.3 µM; 370,000 compounds, 0.21% hits; P02675; Fibrin DD(E) TRITC-Tn6 fluorescence polarization displacement;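 active = inhibition above a per-campaign cutoff: mean of compounds within control limits plus 3 SD, cut at about 15% in these data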;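 also: 0% = median of all compound wells on the plate and 100% = blocking peptide control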
* = called active by the depositor; i = inactive; . = not tested or not shown.

SMILES	ARFGAP1 inhibitor	Tn7 DDE FP	PLC-gamma1 inh	proKLK7 act	sPLA2-III inh	UHRF1 binding	ASAP1 inh	PLCb3 inh	Rev-erbA mod	DDE Tn6 FP inh
CC1(C)CC(=O)C=C(c2ccc(F)cc2OCc2ccccc2)C1	-7	4	-1	-0.4	9	-3	-7	2	9	-7
COc1ccc(-c2nc(=S)c3c(n2Cc2cccnc2)CC(C)(C)OC3)cc1	-8	9	-4	0.6	3	24*	3	-9	7	2
Cc1ccc(C(=O)NCCCNC(=O)c2ccco2)cn1	-5	5	1	-0.5	4	-2	0	0	-7	2
COc1ccccc1NC(=O)COC(=O)c1ccc2ccccc2n1	0	-6	1	0.3	3	-2	-5	-9	3	-11
C[C@H]1CN([C@@H](C)CO)C(=O)CCCn2cc(nn2)CO[C@@H]1CN(C)S(=O)(=O)c1ccc(F)cc1	16	2	-1	-0.2	6	-5	2	3	0	-6
COc1cccc(C2c3c(oc4ccccc4c3=O)C(=O)N2CCCN2CCOCC2)c1 (centres undefined)	-15	6	-46	0.5	-2	2	4	-57	-6	-1
O=C1c2ccccc2S(=O)(=O)c2cc(C(=O)N3CCC(N4CCCC4)CC3)ccc21	7	-2	1	1.0	-3	1	-5	1	-5	-1
O=C(CSc1nc2ccccc2s1)NN=Cc1ccc(O)cc1O	.	4	-9	-0.7	-23	-4	.	-11	-2	-2
COc1ccccc1N1CCN(S(=O)(=O)c2c(C)[nH]c(C)c2C(=O)N2CCCC2)CC1	17	-1	2	0.5	3	2	3	-14	0	-6
O=C(NC1CCCCCC1)c1ccc(OCC2CCCO2)cc1 (centres undefined)	1	-4	1	0.0	1	1	-5	1	-6	-1
Cc1ccnc(NC(=O)CCC(=O)N(CC(=O)NCc2ccccc2)Cc2cccs2)c1	-4	6	2	0.5	-3	0	8	-2	-1	4
S=c1[nH]nc(-c2cccnc2)n1/N=C/C=C/c1ccco1	5	2	1	-0.7	16	0	11	2	-5	5
COc1ccc(/C=N/NC(=O)c2ccc(C)nc2)cc1O	3	7	-6	0.0	4	0	1	-11	2	0
CS/C(N)=N/N=C/c1c(O)ccc2ccccc12	5	-6	-26	-2.1	23*	-3	3	-40	-6	0
CN(C)C(=O)c1ccc(NC(=O)c2cccc(-n3cnnn3)c2)cc1	-6	-4	-1	0.3	0	2	-7	2	-5	3
COc1ccc(Cl)cc1NS(=O)(=O)N1CCOCC1	17	-1	-1	-0.1	0	-2	4	-8	-2	-1
Cc1ccc(SC[C@H](C)CN2CCC(NC(=O)OCc3ccccc3)CCC2=O)cc1 (some centres undefined)	9	4	-2	0.0	-3	3	10	-3	-2	-1
Cc1ccccc1Nc1nc(N)nc(CN2CCN(C(=O)c3ccccc3)CC2)n1	-4	0	1	-0.6	2	-3	-8	0	5	7
CN(C(=O)COC(=O)c1cc([N+](=O)[O-])ccc1Cl)c1ccccc1	6	-4	2	-0.6	9	7	7	-4	-5	-15
COCCNC(=O)CN(C(=O)Cn1nnc2ccccc21)c1ccc(C)c(F)c1	2	0	0	0.0	-5	0	8	3	1	7

Pulled by structure from above (4):
SMILES	ARFGAP1 inhibitor	Tn7 DDE FP	PLC-gamma1 inh	proKLK7 act	sPLA2-III inh	UHRF1 binding	ASAP1 inh	PLCb3 inh	Rev-erbA mod	DDE Tn6 FP inh
O=C1c2ccccc2S(=O)(=O)c2cc(C(=O)N3CCC(N4CCCC4)CC3)ccc21	7	-2	1	1.0	-3	1	-5	1	-5	-1
Cc1ccc(C(=O)NCCCNC(=O)c2ccco2)cn1	-5	5	1	-0.5	4	-2	0	0	-7	2
COc1cccc(C2c3c(oc4ccccc4c3=O)C(=O)N2CCCN2CCOCC2)c1 (centres undefined)	-15	6	-46	0.5	-2	2	4	-57	-6	-1
C[C@H]1CN([C@@H](C)CO)C(=O)CCCn2cc(nn2)CO[C@@H]1CN(C)S(=O)(=O)c1ccc(F)cc1	16	2	-1	-0.2	6	-5	2	3	0	-6

Following part
SMILES	ARFGAP1 inhibitor	Tn7 DDE FP	PLC-gamma1 inh	proKLK7 act	sPLA2-III inh	UHRF1 binding	ASAP1 inh	PLCb3 inh	Rev-erbA mod	DDE Tn6 FP inh
Cc1nc(SCC(=O)c2ccc(F)c(F)c2)[nH]c(=O)c1Oc1ccc(Cl)cc1	-15	4	-3	0.1	-50	-2	0	-10	1	-6
CCCCn1c(N)c(N(CCC(C)C)C(=O)CCN2C(=O)C3CC=CCC3C2=O)c(=O)[nH]c1=O (centres undefined)	3	-2	-1	0.3	2	0	-1	-4	2	2
C1=C(CCNc2nnnn2-c2ccccc2)CCCC1	-2	1	0	-0.2	-10	-3	4	2	2	-5
CC(C)c1c(C(=O)N/N=C/c2ccncc2)nnn1-c1nonc1N	-5	1	-3	-0.5	-4	-1	0	-5	0	-1
Cc1ccc(CCc2nnc(SCC(=O)Nc3cccc(Cl)c3)n2-c2ccccc2)o1	8	-9	4	0.3	-36	-3	-3	3	-4	-4
O=C(CCC(=O)Nc1ccccc1)NNC(=O)c1cccs1	-7	-1	2	0.8	-4	0	-8	2	-1	-1
CC(NC(=O)c1cn(C(C)c2ccccc2F)nn1)c1ccncc1 (centres undefined)	-2	10	0	0.1	5	4	-1	1	8	6
N#Cc1cccc(C(=O)C(=O)N2CCC(Cc3ccccc3)CC2)c1	8	3	-1	-0.4	12	1	-1	-2	6	-5
Cc1csc(Sc2nc3c(c(=O)[nH]c(=O)n3C)n2Cc2ccccc2Cl)n1	2	4	6	-0.6	14	2	-7	-1	0	4
COc1ccc(-c2noc(CSc3nc(-c4ccccc4)cc(=O)[nH]3)n2)cc1OC	4	-2	2	-0.1	-1	2	8	2	-5	-2
Cc1c(NC(=O)c2nn(CC(C)C)c(=O)c3ccccc23)c(=O)n(-c2ccccc2)n1C	-9	3	3	0.2	3	-2	11	-4	3	11
Cc1ccccc1N(Cc1nnc2n1CCCCC2)C(=O)Nc1ccccc1	16	-4	1	0.4	2	0	-1	1	-5	1
N#Cc1c(SCC(=O)O)nc(N2CCCCC2)c2c1CCCC2	2	2	-34	1.0	-10	0	-9	-36	-5	0
O=C(Cc1ccc(Cl)cc1)NC1CC1	3	-4	1	-0.2	-2	3	-10	-3	0	0
Cc1nc(C(=O)O)cc([N+](=O)[O-])c1C	5	-2	1	0.1	-2	2	5	4	-4	2
Cc1c(NS(=O)(=O)c2ccc(Cl)c(C(=O)OC(C)C(=O)NCc3ccco3)c2)c(=O)n(-c2ccccc2)n1C (centres undefined)	-9	-3	1	-0.2	-14	1	2	-6	1	1
CCOc1ccc(OCC(=O)NCCS(=O)(=O)N2CCN(c3ccc(F)cc3)CC2)cc1	3	3	1	0.3	-3	-3	-1	4	1	-5
CCOC(=O)C1CCN(Cc2nc3ccc(Cl)cc3n2CCO)CC1	-2	-9	5	-0.2	-1	-1	-4	4	3	-2
COc1ccc(CCc2cc(OC)c(OC)c(OC)c2)cc1	-5	-4	1	-0.4	-8	-1	3	2	-2	2
O=C(COC(=O)/C=C/c1cccs1)NC(c1ccccc1)c1ccccc1	-8	2	0	0.3	-2	-2	10	1	-1	4
COc1ccc(C(=O)/C(=C/O)N=Nc2ccc(F)cc2)cc1	-20	-8	-2	-1.0	-5	-2	6	-1	3	7
CC(C)NC(=O)c1ccccc1S(=O)c1ccccc1C#N (centres undefined)	16	-6	3	0.6	4	4	-8	5	-6	-6
CC1CN(c2cnn(C(C)C)c(=O)c2Cl)CC(C)O1 (centres undefined)	-11	5	2	-0.6	0	-1	-7	-1	-4	0
N[C@@H](Cc1ccccc1)c1nnc2sc(SCc3ccccc3)nn12	3	-9	2	0.1	3	3	0	2	-3	-13
CC(C)(C)c1ccc(-c2cn(-c3ccc(Br)cc3)c3[n+]2CCCS3)cc1	12	-7	-2	-0.2	-4	-2	6	3	4	-1
O=C(CN1C(=O)c2cccc3cccc1c23)N1CCN(c2cccc(Cl)c2)CC1	-4	-4	-11	-0.1	-3	0	-2	-16	49*	-8
O=C(Nc1ccc(Cl)c(Cl)c1)Nc1cc(S(=O)(=O)N2CCOCC2)ccc1N1CCCC1	5	7	-5	-2.4	-9	1	10	-54	-5	-30
Cc1ccc(NC(=O)c2ccc(CS(=O)(=O)Cc3ccccc3C)o2)c(C)c1	.	1	1	0.6	7	2	.	0	4	-6
O=C(Nc1ccc(Cl)cc1)c1cncs1	19	-3	4	0.8	-5	-1	-1	-2	3	0
COc1ccccc1N=Nc1ccc(N)c(C)c1	-5	-8	6	-0.4	9	-8	7	6	13	-2
O=C(NCC1CCCO1)/C(=C\c1ccccc1F)NC(=O)c1ccccc1 (centres undefined)	4	5	-12	0.0	11	3	-4	-25	3	-3
O=C(COc1ccc(Cl)cc1)N1CCN(C(=O)c2ccccc2F)CC1	11	-6	0	-1.0	-2	-1	3	4	0	-7
CCCCSCc1nc2nc(Cl)c(Cl)nc2[nH]1	-4	2	-6	0.5	10	-1	2	-2	-3	4
O=C(OCCCCOC(=O)c1ccccc1)c1ccccc1	-13	-4	1	0.7	-11	0	-8	-8	3	6
COc1cc(/C=N/NC(=O)c2cccc(NC(=O)c3ccccc3)c2)ccc1O	12	-3	-25	1.1	3	2	-3	-38	-5	-10
CCN(CC)C(=O)c1sc2c(c1C)c(=O)n(-c1ccc(C)c(C)c1)c(=O)n2CC(=O)NCC1CCCO1 (centres undefined)	6	-3	3	0.3	3	7	-13	-3	2	-3
Cc1ccc(C(=O)NCC(=O)OC(C)C(=O)NC2CCCc3ccccc32)cc1 (centres undefined)	-1	6	1	-0.1	-2	-2	-9	-7	-6	16*
Cc1ccc(C)c(S(=O)(=O)Nc2cc3c4c(c2)CCC(=O)N4CCC3)c1	-2	-4	7	-0.9	0	2	13	-2	6	1
Nc1ccc2c3c(cccc13)-c1ccccc1-2	15	11	i	-14	-39	0	-2	i	5	2
COc1cccc(C(=O)Nc2ccc(NC(=O)C3CC=CCC3C(=O)O)cc2)c1 (centres undefined)	2	-1	-1	-0.3	0	-1	-2	-8	-5	-7
O=C(CN1CCN(S(=O)(=O)c2ccccc2)CC1)Nc1ccc2c(c1)OCO2	0	-5	2	-0.3	-10	-1	18	1	0	-6
O=C(Cc1ccc(-n2c(=S)[nH]c3ccccc3c2=O)cc1)N1CCN(c2ccccc2)CC1	2	-1	0	0.2	9	2	0	0	-7	-6
CCCCN(CCCC)CCCNC(=O)C1CC(c2cc(C(F)(F)F)cc(C(F)(F)F)c2)=NO1 (centres undefined)	8	-1	-1	-0.6	8	-1	15	-2	0	2
COc1cc(CNC(C)C23CC4CC(CC(C4)C2)C3)ccc1OCC(=O)NC(C)(C)C (centres undefined)	19	3	2	0.2	3	1	-18	-7	3	-2
Cc1ccc2[nH]cc(CCCN3C(=O)c4ccccc4C3=O)c2c1	1	-7	2	-0.6	-69	9	2	8	1	0
